# From PubChem BioAssay
# Growth percent in the NCI-60 one-dose screen (48 h, 10 µM unless noted): 100 = growth as untreated, 0 = no growth, -100 = all killed.
# MCF7 = MCF7 breast cancer | actives 6.3% (n = 82,000) | AID 1794796
# K-562 = K-562 leukemia; actives 7.4% (n = 78,000); AID 1794777
# LOX IMVI = LOX IMVI melanoma. actives 7.4% (n = 79,000). AID 1794757
# HS 578T = HS 578T breast cancer | AID 1794788 | actives 4.1% (n = 78,000)
# MDA-MB-231 = MDA-MB-231 breast cancer. actives 5% (n = 81,000). AID 1794789
# T-47D = T-47D breast cancer; actives 5% (n = 79,000)
# MDA-MB-468 = MDA-MB-468 breast cancer. actives 8.5% (n = 78,000). AID 2202374
# BT-549 = BT-549 breast cancer | AID 1794793 | actives 4.4% (n = 78,000)
# The depositor's hits bear a star; . = no result given; & = joins results of further samples. The calls were made as follows: active = growth percent below 10; inactive = the rest.
SMILES,MCF7,K-562,LOX IMVI,HS 578T,MDA-MB-231,T-47D,MDA-MB-468,BT-549
CCN(CC)c1ccc2cc(C(=O)NCCOCCOCCOCCn3cc(CCC(=O)Nc4ccc(C(=O)c5ccc(NC(=O)OC(C)(C)C)cc5)cc4)nn3)c(=O)oc2c1,44,38,27,84,54,-8.5*,51,26
O=C(c1cc(-c2ccccn2)nc2ccccc12)N1CCCCC1,99,129,96,109,106,88,96,93
CCCN1C(=O)/C(=C2\SC(=Nc3ccccc3)N(Nc3ccccc3)C2=O)c2ccccc21,75,77,102,109,88,67,95,109
N#Cc1c(C#N)c(SSc2c(C#N)c(C#N)c(N)n2-c2ccccc2)n(-c2ccccc2)c1N,104,-18*,96,100,100,96,.,109
CC(C)(C)CC(C)(C)n1nnnc1C(Nc1nccs1)c1cc2cccc3ccc4cccc1c4c32 (stereo not drawn),75,111,97,94,97,75,-33*,92
Nc1nnc(CSc2nc3ccccc3c(=O)n2CCc2ccccn2)s1,101,102,93,.,102,113,112,98
Cc1ccnc(NC(c2cccc(OCc3ccccc3)c2)c2ccc3cccnc3c2O)c1 (stereo not drawn),99,85,97,93,102,87,95,89
Cc1cc(C)c([N+](=O)[O-])c(O)c1,99,123,99,101,96,104,112,103
CC(O)CNCC(C)(C)N (stereo not drawn),102,93,100,107,108,93,99,98
CC(c1ccccc1)N1C(=O)/C(=C/c2csc(C#N)n2)SC1=S (stereo not drawn),37,41,40,103,90,69,63,90
Cc1cccc(C)c1NC=O,91,109,103,105,108,99,96,105
C#CC(C)(O)CCCCCCC (stereo not drawn),93,95,96,103,110,90,104,108
Cc1cc(NCc2cn(-c3ccc(C(=O)O)cc3)nc2-c2ccc(C(=O)O)cc2)ccc1F,96,106,96,92,87,86,111,96
CCOC(=O)Nc1cc2c(cc1[N+](=O)[O-])-c1ccccc1C2=O,65,105,95,99,94,65,76,105
NS(=O)(=O)c1ccc(CCn2c(SCc3ccc(Br)cc3)nc3ccccc3c2=O)cc1,92,.,92,92,92,80,97,114
COc1cc(Cn2cc(C(=O)Nc3cccnc3Nc3ccc(F)cc3)nn2)cc(OC)c1OC,88,103,96,96,89,86,85,102
Cc1ccc(C(C(N)=O)C(C(N)=O)c2ccccc2)cc1 (stereo not drawn),112,91,108,124,123,112,105,113
C/C(=C\CCc1ccoc1)CC/C=C(\C)CCCN1CCC(CO)CC1,29,-16*,.,57,50,36,15,54
Cc1cc(S(=O)(=O)NO)c(N)cc1Cl,95,121,101,95,109,100,110,110
Cc1ccccc1NCSC(=S)N(C)C,98,92,96,106,107,99,101,.
COc1cc(Br)cc2c1OC1(CCN(C)CC1)N1N=C(c3ccc(F)cc3)CC21 (stereo not drawn),86,101,96,90,90,108,100,98
COc1ccc(C(=O)Nc2ccccc2C2=NCC(CO)O2)cc1 (stereo not drawn),98,107,104,114,109,70,95,90
CC(C)n1nc(C#Cc2cccc(NC(=O)c3cccc(C(F)(F)F)c3)c2)c2c(N)ncnc21,14,-23*,-92*,-31*,-82*,.,8.7*,9.7*
CCOc1ccc(NC(=O)NNC(=O)c2ccncc2)cc1,111,113,92,108,108,99,114,107
C/C(=N\Nc1ncc(-c2ccc(C)cc2)s1)c1cc2ccccc2o1,87,88,88,112,78,80,78,127
CCCCC[C@H](O)c1ccccc1[C@H]1O[C@@H](CCC(=O)OC)[C@H](O)[C@@H]1I,94,95,95,97,93,105,92,110
COc1ccc(NC(=O)Oc2cc(C)ccc2C(C)C)cc1,101,94,92,148,113,97,.,120
[O-][n+]1cccc2ccccc21,98,92,97,89,91,96,92,97
COC(=O)/C=C(\C)Nc1cc(OC)ccc1OC,99,82,94,112,114,96,100,100
Nc1nc(-c2n[nH]c(=S)n2-c2ccc(Cl)cc2)cs1,101,78,96,116,101,91,109,.
CCC(=O)OC1=C(C)SC2=NC(c3ccc(Cl)c(Cl)c3)=CC(c3cc(OC)c(OC)c(OC)c3)N21 (stereo not drawn),94,103,100,101,90,98,.,103
CC(=O)CC(=O)c1ccccc1.[Cu+2],75,99,84,119,96,93,97,114
O=C1c2ccccc2C(=O)c2c1cc(O)c(O)c2O,88,.,80,123,82,81,118,95
CC(C)Cn1cnc2c(NCn3nc(-c4cc(Cl)cc(Cl)c4Cl)n(/N=C/c4ccc(Cl)cc4)c3=S)nc3ccccc3c21,97,54,74,94,73,71,.,92
COCCCNC1=C(C#N)C(=O)NC(c2cccc([N+](=O)[O-])c2)S1 (stereo not drawn),97,105,89,96,109,94,111,107
COC(=O)C1C(C)=Nc2c(N)ncnc2NC1c1ccc(Cl)cc1 (stereo not drawn),81,99,102,99,95,67,101,100
Oc1ccc(C(c2ccccc2)c2ccccc2)c2ccccc12,97,81,89,84,97,76,87,107
Oc1cc(Cl)c(O)c(-c2ccccc2)c1Cl,87,90,94,114,115,90,101,102
O=Cc1cc2ccccc2nc1-n1cnc2ccccc21,89,96,97,100,100,95,110,104
O=c1[nH]c2ccccc2cc1-c1nnc(COc2ccc3ccccc3c2)o1,93,97,94,110,97,86,110,94
COC1CC(O)C(O)C(C)O1 (stereo not drawn),103,111,91,107,92,101,108,127
N#Cc1ccccc1/C=N/NC1=NCCN1S(=O)(=O)c1ccc(Br)cc1,89,89,89,83,94,86,89,105
CC(=O)CC1CCCC1c1ccc2ccccc2c1 (stereo not drawn),96,104,98,100,102,90,101,109
S=c1[nH]c2ccccc2n2cccc12,88,98,104,161,100,87,103,115
CCC1=C[C@@](C)(C2CC(=O)N(c3ccccc3)C2=O)[C@H](CC)[C@@H]2C(=O)N(c3ccccc3)C(=O)[C@H]12 (stereo partly drawn),90,96,102,94,112,93,119,79
O=C(Nc1cccc(-n2cc(-c3ccncc3)c(-c3ccc(O)c(Cl)c3)n2)c1)Nc1cccc(C(F)(F)F)c1,-6.1*,2.7*,1.1*,-4.3*,-22*,-24*,19,13
CC(C)(C)NC(=O)NCc1cccnc1,93,101,106,95,.,106,.,110
CCCCC(C)NC=O (stereo not drawn),102,88,102,93,100,104,.,109

# The closing 3 records of the section above come first, to join the parts.
SMILES,MCF7,K-562,LOX IMVI,HS 578T,MDA-MB-231,T-47D,MDA-MB-468,BT-549
O=C(Nc1cccc(-n2cc(-c3ccncc3)c(-c3ccc(O)c(Cl)c3)n2)c1)Nc1cccc(C(F)(F)F)c1,-6.1*,2.7*,1.1*,-4.3*,-22*,-24*,19,13
CC(C)(C)NC(=O)NCc1cccnc1,93,101,106,95,.,106,.,110
CCCCC(C)NC=O (stereo not drawn),102,88,102,93,100,104,.,109
NS(=O)(=O)c1ccc(C(=O)N2N=C(c3ccccc3)CC2c2ccccc2O)cc1 (stereo not drawn),77,94,100,97,91,101,103,116
N#Cc1c(-c2ccccc2)nc(SCC(O)CN2CCOCC2)[nH]c1=O (stereo not drawn),115,105,102,75,89,99,.,99
Cc1ccc(C2=CCCc3ccccc32)cc1,95,94,91,99,102,86,110,.
CC1=C(C(=O)c2cnccn2)C(c2ccc(Br)cc2)NC(=O)N1 (stereo not drawn),105,94,96,96,103,92,94,103
COc1cccc(/C=C2\Oc3cc(OCCN4CCCC4)ccc3C2=O)c1,77,-27*,76,92,96,91,83,80
ClC1=C(Cl)C(=C2C(Cl)=C(Cl)C(Cl)=C2Cl)C(Cl)=C1Cl,90,87,98,94,110,79,114,107
CC1CC/C(=N\N(C)C)c2ccccc21 (stereo not drawn),96,105,101,104,113,105,.,111
C[C@H](Nc1nc(N2CCOc3ccccc32)nc2ccccc12)c1ccccc1,64,57,.,.,.,48,76,107
CCn1c(Sc2nnc(N)s2)nc2c1c(=O)n(C)c(=O)n2C,100,103,96,99,99,84,98,108
Ic1ccc([I+]c2ccc(I)cc2)cc1,62,40,24,86,59,66,38,53
CCN(CC)CCN1CC(O)=C(c2nc(-c3ccc(Cl)cc3)cs2)C1=N,10,1.6*,-61*,47,13,17,.,50
N#Cc1ccc(O)c(C2=NCC(c3ccc(-c4ccccc4)cc3)O2)c1 (stereo not drawn),10,7.8*,12,49,25,-1.9*,27,16
Nc1ncncc1-c1ccccc1Cl,100&106,102&98,98&106,112,107&102,107&86,99&115,115&108
Cc1cc2nc(C(Cl)Cl)nc(-c3ccc(Cl)cc3)n2n1,3.0*,12,48,-32*,-2.0*,27,-47*,52
O=C(N/N=C/c1ccccc1)c1cnc2n(c1=O)CCCCC2,86,110,90,104,94,106,94,121
CCC1(C)C(C#N)C(=O)NC(=O)C1C#N (stereo not drawn),90&94,85&92,105&102,111&111,114&127,96&98,117,102&103
O=C(COc1ccc(-c2nc3ccccc3[nH]2)cc1)N=Nc1c(O)[nH]c2ccccc12,43,45,100,103,84,59,35,106
Cc1nn(-c2ccccc2)c2nc(Cl)c(/C=C/C(=O)c3ccc(Cl)cc3)c(-c3ccccc3)c12,96,.,98,104,107,100,102,91
CCCCn1ccnc1C,91,105,103,148,111,107,101,119
Oc1c(CN2CCCCC2)ccc2cccnc12,39,31&29,44&27,89&89,47&53,36&39,82&72,63&95
NCCNc1nc2c3c(sc2c(=O)[nH]1)CCCC3,92,88,99,102,94,76,93,99
O=c1cc[nH]cc1[N+](=O)[O-],111,110,91,114,98,101,106,98
CC1(C)CCC(S(=O)(=O)c2ccc3c(c2)/C(=N\O)c2cc(S(=O)(=O)N4CCN(c5ccc(F)cc5O)CC4)ccc2-3)CC1,-68*,-78*,-83*,-54*,-64*,-91*,-83*,-87*
C=C(C)[C@@H]1CC[C@]2(C(N)=O)CC[C@]3(C)[C@H](CC[C@@H]4[C@@](C)(CC/C(N)=N/O)[C@H](C(=C)C)CC[C@]43C)[C@@H]12,93,98,.,95,98,102,87,96
Cc1ccc2nc(Cl)c(-c3nc4ccccc4o3)cc2c1,92,81,83,99,91,84,100,89
CC12CCC3C4(C)COC(c5ccc(Cl)cc5)OC4CCC3(C)C1CC(C1=CCOC1=O)O2 (stereo not drawn),76,58,84,87,80,39,34,.
CCCC[S+](CC)CC(=O)c1ccc(-c2ccccc2)cc1 (stereo not drawn),97,94,100,99,105,101,101,93
CNc1cc(=S)nc(N)[nH]1,95,102,95,98,105,94,107,.
Oc1ccc(-c2nc(N3CCOCC3)c3ccccc3n2)cc1,65,112,88,61,71,40,64,60
C/C=C(\C)C(=O)O[C@@H]1C2C=C3C4CC(=O)O[C@@H](c5ccoc5)[C@]4(C)CC[C@@H]3[C@@](C)(C2=O)[C@@H]([C@@H](OC(C)=O)C(=O)OC)C1(C)C (stereo partly drawn),94,97,98,100,88,90,97,100
C=CC(O)CCCCC (stereo not drawn),84,101,108,113,113,108,105,.
Cc1nc2sc3c(=O)[nH]c(-c4ccccc4Cl)nc3c2c(C)c1Br,88,94,86,96,89,88,99,99
O=C(N/N=C/c1cccc(Oc2ccccc2)c1)c1ccc(Br)o1,67,150,102,114,99,75,97,104
CC[P+](CC)(CC)c1ccccc1,96,106,105,105,103,95,92,117
C/C(=N\O)c1ccc(N2C(=O)C3C(C2=O)C2(Cl)C(Cl)=C(Cl)C3(Cl)C2(Cl)Cl)cc1 (stereo not drawn),89,96,106,106,101,92,99,106
COc1ccc(/C=C/C(=O)c2nnn(-c3ccc(F)cc3)c2C)cc1OC,47,51,63,103,91,81,76,89
CCOC(=O)c1cnn(CC(C)O)c1NC(=O)NCc1cccc(F)c1 (stereo not drawn),104,81,97,103,106,100,105,101
COc1ccc2c(c1)nnc1c3cccnc3[nH]c21,-43*,-41*,-31*,-24*,0.3*,6.1*,-93*,4.7*
COc1cc(/C=C2\C(=O)N(C(=O)c3csc(NC(C)=O)n3)N=C2C)cc(OC)c1OC,90,106,98,115,110,103,111,101
OC1(CCC2(O)CCCCC2)CCCCC1,92,102,98,.,107,97,108,108
COc1ccc(-c2nc(SC(C)C)nc(Nc3ccc(C(C)=O)cc3)c2C#N)cc1,97,94,104,114,106,103,124,106
COc1ccc(N=NN(C)C(=O)c2ccccc2)cc1,72,89,84,117,95,52,64,86
COc1ccc(/C=C2/SC(=S)NC2=O)cc1OCc1cn(-c2ccc(S(=O)(=O)Nc3nccs3)cc2)nn1,97,106,100,102,115,103,108,105
CCCCOCCOCCOC(=O)c1ccccc1OCC,99,105,103,112,101,103,96,117
COc1ccccc1N1CCN(C(=O)c2ccc3nc(NC(=O)c4ccc(NCCc5ccccc5)c([N+](=O)[O-])c4)sc3c2)CC1,71,86,82,49,76,73,99,80

# Some of the entries so far, with bars between the fields:
compound | MCF7 | K-562 | LOX IMVI | HS 578T | MDA-MB-231 | T-47D | MDA-MB-468 | BT-549
COc1ccc(/C=C2/SC(=S)NC2=O)cc1OCc1cn(-c2ccc(S(=O)(=O)Nc3nccs3)cc2)nn1 | 97 | 106 | 100 | 102 | 115 | 103 | 108 | 105
COc1ccccc1N1CCN(C(=O)c2ccc3nc(NC(=O)c4ccc(NCCc5ccccc5)c([N+](=O)[O-])c4)sc3c2)CC1 | 71 | 86 | 82 | 49 | 76 | 73 | 99 | 80

# Exported field by field: 4 of the compounds above.
> COc1ccc(-c2nc(SC(C)C)nc(Nc3ccc(C(C)=O)cc3)c2C#N)cc1
- MCF7: 97
- K-562: 94
- LOX IMVI: 104
- HS 578T: 114
- MDA-MB-231: 106
- T-47D: 103
- MDA-MB-468: 124
- BT-549: 106
> COc1ccc(N=NN(C)C(=O)c2ccccc2)cc1
- MCF7: 72
- K-562: 89
- LOX IMVI: 84
- HS 578T: 117
- MDA-MB-231: 95
- T-47D: 52
- MDA-MB-468: 64
- BT-549: 86
> COc1ccc(/C=C2/SC(=S)NC2=O)cc1OCc1cn(-c2ccc(S(=O)(=O)Nc3nccs3)cc2)nn1
- MCF7: 97
- K-562: 106
- LOX IMVI: 100
- HS 578T: 102
- MDA-MB-231: 115
- T-47D: 103
- MDA-MB-468: 108
- BT-549: 105
> CCCCOCCOCCOC(=O)c1ccccc1OCC
- MCF7: 99
- K-562: 105
- LOX IMVI: 103
- HS 578T: 112
- MDA-MB-231: 101
- T-47D: 103
- MDA-MB-468: 96
- BT-549: 117
